Bioassay records: PubChem BioAssay, NCI
Growth percent in the NCI-60 one-dose screen (48 h, 10 µM unless noted): 100 = growth as untreated, 0 = no growth, -100 = all killed.
BT-549: BT-549 breast cancer. AID 1794793. actives 4.4% (n = 78,000)
T-47D: T-47D breast cancer; actives 5% (n = 79,000)
UACC-62: UACC-62 melanoma | actives 5.4% (n = 81,000) | AID 1794756
SK-MEL-28: SK-MEL-28 melanoma; AID 1794761; actives 4.1% (n = 81,000)
HS 578T: HS 578T breast cancer; actives 4.1% (n = 78,000); AID 1794788
SK-MEL-2: SK-MEL-2 melanoma; actives 4.7% (n = 77,000); AID 1794763
UACC-257: UACC-257 melanoma | actives 4.4% (n = 78,000)
MALME-3M: MALME-3M melanoma; actives 5.8% (n = 78,000); AID 1794766
* = called active by the depositor; nt = not tested or not shown; & = joins results of further samples; [ ] = another dose, or the depositor's remark. How the source made its calls: active means growth percent below 10; inactive means the rest.

SMILES	BT-549	T-47D	UACC-62	SK-MEL-28	HS 578T	SK-MEL-2	UACC-257	MALME-3M
Cc1ccc(NC(=O)/C=C/c2ccc(OCCCOc3ccc4c(C)cc(=O)oc4c3)cc2)cc1	99	70	93	60	40	58	70	45
COC(=O)C(Br)C(OC)c1ccc(OC)c(OC)c1 (centres undefined)	109	106	99	110	110	110	102	102
Cc1nc(Nc2ccc(Cl)cc2)c2ccccc2n1	109	103	94	106	98	101	106	93
N#Cc1cccc(-c2cc(=O)c3cc(O)c(F)cc3[nH]2)c1	99	95	89	nt	93	104	101	103
CCOc1ccc(Cl)cc1N	102	94	92	98	101	114	nt	102
C=C1SC(=Nc2c(C)cccc2Cl)N(C(=O)c2sc3ccccc3c2Cl)C12CCCCC2	133	48	74	146	142	164	95	117
CN(C)CCCN(c1nc(C(Cl)(Cl)Cl)ns1)c1nc(C(Cl)(Cl)Cl)ns1	74	68	1.9*	52	46	47	20	45
CCOC(=O)c1cccc(N2C(=O)/C(=C/N3N=C(c4ccccc4)CC3c3ccc(N(C)C)cc3)SC2=S)c1 (centres undefined)	51	44	64	55	85	67	82	75
COc1ccccc1C1OCC(C)(C)CO1	112	98	98	116	107	104	99	131
Brc1cccc(-n2ncc3c(Nc4ccc(-c5nnc(-c6ccccc6)o5)cc4)ncnc32)c1	101	nt	93	112	110	115	108	110
CCOc1ccc(-n2nc(C(=O)Nc3cc(OC)c(OC)c(OC)c3)nc2-c2cc(OC)c(OC)c(OC)c2)cc1	91	51	nt	nt	66	86	93	85
Cn1c2c(c3ccccc31)CCN1C(=O)Nc3ccccc3C21 (centres undefined)	106	83	90	112	84	88	93	98
COc1cc(-c2noc([C@H](C)NS(=O)(=O)c3ccc(C)cc3)n2)cc(OC)c1OC	103	94	88	100	98	100	104	97
COc1ccc(CN2[C@@H](C(=O)NCc3ccc(C(=O)NO)cc3)Cc3c([nH]c4ccccc34)[C@@H]2C2CC2)cc1	43	3.0*	3.1*	25	-14*	12	36	13
CCCCCCCC(CC(=O)O)OC(=O)CC(CCCCCCC)OC1OC(C)C(O)C(O)C1OC1OC(C)C(O)C(O)C1O (centres undefined)	183	130	120	nt	174	127	119	119
CCCC(=O)Oc1ccc(/C(=C(\C)c2ccccc2)c2ccc(OCCN(CC)CC)cc2)cc1	79	47	80	68	43	97	68	70
O=C(/C=C/c1ccccc1)Nc1cccc(-c2nc3ccccc3c(=O)[nH]2)c1	92	84	96	110	68	97	86	104
CNC(=O)SCc1ccc(Cl)cc1	96	92	106	108	116	101	103	nt
O=c1c2ccccc2nc(COc2ccccc2)n1/N=C/c1ccccc1Cl	96	92	91	110	110	114	110	103
O=C1CC(=NCC(=O)n2c(-c3ccccc3)nc3ccccc32)NN1	107	89	95	118	103	99	120	111

Overlap with the part before: four entries, then new ones.
SMILES	BT-549	T-47D	UACC-62	SK-MEL-28	HS 578T	SK-MEL-2	UACC-257	MALME-3M
O=C(/C=C/c1ccccc1)Nc1cccc(-c2nc3ccccc3c(=O)[nH]2)c1	92	84	96	110	68	97	86	104
CNC(=O)SCc1ccc(Cl)cc1	96	92	106	108	116	101	103	nt
O=c1c2ccccc2nc(COc2ccccc2)n1/N=C/c1ccccc1Cl	96	92	91	110	110	114	110	103
O=C1CC(=NCC(=O)n2c(-c3ccccc3)nc3ccccc32)NN1	107	89	95	118	103	99	120	111
C#CC/C(C(=O)OC)=C1\CC[C@@H](C)O1	107	101	95	109	106	108	96	106
COc1cccc(-c2nn(C(C)(C)C)cc2-c2ccnc(NCCCNS(=O)(=O)c3cccc4ccccc34)c2)c1	108	102	108	112	101	111	110	114
CCN1CCN(C(=O)[C@]23CC[C@@H](C)[C@H](C)[C@@H]2C2=CC[C@@H]4[C@@]5(C)C/C(=C/c6cccnc6)C(=O)C(C)(C)[C@@H]5CC[C@@]4(C)[C@]2(C)CC3)CC1	41	22	34	37	25	28	26	12
NS(=O)(=O)c1ccc(NC(=O)CSc2ccc(-c3ccc(F)cc3)nn2)cc1	116	99	105	107	103	117	108	102
COC(=O)[C@@]1(O)C=Cc2nc3cnccc3c(=O)n21	103	93	91	112	99	104	99	91
NC(=S)N/N=C/c1ccc(Cl)cc1	nt	87	109	107	112	nt	92	109
COc1ccc2c(c1OC)C(=O)O[C@@H]2[C@H]1c2c(c(C#CC#Cc3ccc(OC(F)(F)F)cc3)c3c(c2OC)OCO3)CCN1C	67	45	53	52	84	66	nt	77
Cc1cc(C)c2[nH]c(O)c(N=NC(=O)Cc3c[nH]c4ccccc34)c2c1	78	88	56	97	80	94	113	105
O=C1/C(=C/c2ccccc2[N+](=O)[O-])Oc2ccc(O)c(O)c21	53	40	-41*	23	21	43	49	45
CCOc1ccccc1NC(=O)N/C(N)=N/c1nc2ccccc2s1	23	41	28	54	61	39	52	42
c1nc2c3c(n1)ncn3CCS2	nt	89	96	104	97	120	97	104
N#Cc1c(N)nc(-c2ncccn2)nc1-c1c[nH]c2ccccc12	76	79	85	115	97	104	117	108
Cc1cc(N2CCC(N3CCCC3)CC2)nc(/N=C(\N)Nc2ccc(Cl)c(Cl)c2)n1	nt	106	-83*	-75*	-26*	-72*	-78*	nt
Nc1nc(N)c(N=O)c(N)n1	112	110	98	117	100	114	98	105
O=C(Cc1c(-c2ccccc2[N+](=O)[O-])n(-c2ncnc3c2c(-c2ccccc2)cn3-c2ccc(Cl)c(Cl)c2)[nH]c1=O)c1ccc(Cl)c(Cl)c1	109	70	68	112	79	92	93	103
CC(C)c1nc2ccccc2n1CC(=O)N/N=C/c1ccccc1Cl	99	82	89	109	89	100	79	95
OCCC1COC(c2ccccc2)O1 (centres undefined)	90	106	110	116	131	106	92	102
COc1ccc(C2=NNC3(C2)C(=O)Nc2ccccc23)cc1 (centres undefined)	99	96	95	102	101	126	nt	91
Nc1ccc(Sc2ccc([N+](=O)[O-])c3nonc23)cc1	89	54	85	102	102	96	87	57
CC1(C)CC2C3=CCC4[C@@]5(C)CC[C@H](O)C(C)(C)C5CC[C@@]4(C)[C@]3(C)CC[C@@]2(C(=O)O)[C@H](O)C1 (some centres undefined)	109	80	94	101	100	104	96	102
CCCCc1oc2ccc([N+](=O)[O-])cc2c1C(=O)c1ccc(C#Cc2ccccc2)cc1	112	79	73	102	101	107	101	89
O=C(Nc1cccc(Cl)c1)Nc1nc2ccc(-c3ccco3)cc2s1	105	30	65	93	98	91	78	62
COc1ccc(Nc2ncnc3c2cnn3-c2cccc(F)c2)cc1	105	nt	89	100	98	95	95	90
O=C(/C=C1\C=CN(CCCCF)c2ccccc21)n1ccc2ccccc21	114	91	89	108	119	103	110	100
Cc1cccc(C)c1NN	105	102	98	107	95	101	100	94
Cc1ccccc1C(=O)Nc1ccccc1Cl	97	98	nt	102	115	107	nt	96
CC(C)(C)n1cc(-c2ccnc(NCCCNS(=O)(=O)c3cccc4ccccc34)c2)c(-c2ccccc2)n1	63	24	77	92	83	97	73	85
COc1ccc(-c2csc(NC(C)=O)n2)cc1NS(=O)(=O)c1cccc2c(N(C)C)cccc12	95	40	60	83	94	nt	nt	85
N=S(c1ccccc1[N+](=O)[O-])c1ccccc1[N+](=O)[O-]	85	-2.3*	68	77	97	89	90	74
Ic1cccs1	107	nt	98	111	99	98	99	95
CCCCCN(CCCCC)C(=O)CCl	115	99	104	110	94	116	99	106
Cc1nc(S(=O)(=O)c2ccccc2)c(S(=O)(=O)Cc2ccc([N+](=O)[O-])cc2)o1	88	77	80	103	88	89	85	95
CC(=O)NCCCN1c2ccncc2Sc2ccncc21	117	106	93	124	102	97	101	111
N#Cc1nc(-c2ccccc2)oc1S(=O)(=O)N1CCN(S(=O)(=O)c2ccccc2)CC1	83	84	83	102	80	91	96	98
CCCCCCCCCCC(CN(CC)CC)C(O)c1ccccc1 (centres undefined)	62	3.3*	-44*	-62*	45	66	18	-37*
COc1ccc2nc(-n3nc(C)cc3C)c(-n3nc(C)cc3C)nc2c1	104	105	105	107	nt	111	119	108
N#Cc1c(N)n2c(nc1=Nc1ccc(Cl)cc1)sc1cc(Cl)ccc12	nt	74	63	58	33	70	54	85
Cc1ccc(S(=O)(=O)NN=C2CCCCCCC2)cc1	95	88	103	102	120	100	103	98
C=CCn1cc(-c2nc3ccccc3s2)c2cc(-c3ccc4c5c(cccc35)C(=O)N(CCCC)C4=O)ccc21	97	101	92	110	102	96	107	101
NS(=O)(=O)c1ccc(Nc2ncc3c(n2)CCCC3=O)cc1	107	110	94	109	100	110	108	108

Reprinted at random: 4 entries already listed
SMILES	BT-549	T-47D	UACC-62	SK-MEL-28	HS 578T	SK-MEL-2	UACC-257	MALME-3M
CC(C)(C)n1cc(-c2ccnc(NCCCNS(=O)(=O)c3cccc4ccccc34)c2)c(-c2ccccc2)n1	63	24	77	92	83	97	73	85
O=C(Nc1cccc(Cl)c1)Nc1nc2ccc(-c3ccco3)cc2s1	105	30	65	93	98	91	78	62
COc1ccc2nc(-n3nc(C)cc3C)c(-n3nc(C)cc3C)nc2c1	104	105	105	107	nt	111	119	108
Cc1cccc(C)c1NN	105	102	98	107	95	101	100	94

New compounds follow
SMILES	BT-549	T-47D	UACC-62	SK-MEL-28	HS 578T	SK-MEL-2	UACC-257	MALME-3M
CC1(c2cccc(Br)c2)NC(=O)NC1=O (centres undefined)	100	95	98	114	105	101	91	117
O=C1OC(Sc2ccccc2)(c2ccccc2)c2ccccc21 (centres undefined)	102	88	81	105	nt	95	104	101
COC(=O)CC[C@@H](C)[C@H]1CC[C@H]2[C@@H]3CC[C@@H]4C[C@@H](Nc5c([C@@H](C)[C@H]6CC[C@H]7[C@@H]8CCC9=CC(=O)CC[C@]9(C)[C@H]8CC[C@]67C)nc6ccc(Cl)cn56)CC[C@]4(C)[C@H]3CC[C@]12C	113	81	87	107	93	96	100	98
c1ccc(C2OCCOC2c2ccccc2)cc1 (centres undefined)	100	89	104	109	108	97	99	98
CCCCNC(=O)c1ccccc1C(=O)NC1(C(=O)NCCCC)CCCC1	109&111	113&108	101&97	120&112	106&110	101&108	111&107	121
O=C(Nc1nc2ccccc2s1)c1cc(-c2ccc(F)cc2)n2nc(-c3ccccc3)cc2n1	79	45	71	85	60	nt	69	nt
Cc1cc(=O)oc2cc(OC(=O)C3CC3)ccc12	106	nt	103	107	99	96	98	95
OC(c1ccccc1)(c1ccccc1)c1nccn1-c1ccccc1	115	95	92	114	103	108	102	106
CCN(CC)c1ccc2c(c1)Cc1ccccc1-2	nt	94	93	100	104	98	110	93
COc1ccc(/C=C2\N=C3SC=C(/N=c4\scc(-c5ccccc5)n4-c4ccccc4)N3C2=O)cc1	99	98	106	110	105	nt	nt	94
N/C(=N\N=C\c1ccc2c(c1)OCO2)N/N=C\c1ccc2c(c1)OCO2	68&96	107&112	91&112	46&112	93&115	136&103	97&110	93
CC1(C)CC[C@]2(C(=O)Nc3ccc(Br)cc3)CC[C@]3(C)C(=CCC4[C@@]5(C)C[C@@H](O)[C@H](O)[C@@](C)(CO)C5CC[C@]43C)C2C1 (some centres undefined)	-35*	-9.6*	9.0*	32	-0.5*	-20*	11	33
COc1cccc(/C=C2\Oc3cc(OCCN4CCCC4)ccc3C2=O)c1OC	99	107	100	101	nt	111	104	87
O=C1CC2(C(=O)O1)c1ccccc1-c1ccccc12	101	103	107	116	103	nt	115	120
Cc1cc2c(cc1C)N(C(=O)CCl)CCN2C(=O)CCl	-28*	-35*	-43*	-50*	nt	-68*	-67*	-57*
O=[N+]([O-])c1cccc(-c2cc(-c3cc(Br)ccc3O)[nH]n2)c1	24	21	15	42	47	24	nt	5.3*
C[C@H]1CCC/C=C/[C@@H]2CC=C[C@H]2[C@H](O)/C=C/C(=O)O1	107	94	90	103	86	95	100	115
COc1cc(C2=NN(C(C)=O)C(c3sc(N(C)Cc4ccccc4)nc3Cl)C2)cc(OC)c1OC (centres undefined)	111	78	82	106	87	88	107	96
Cn1cc2c3c(cccc31)[C@H]1C(=O)[C@H](CCC1(C)C)C2(C)C	92	93	79	105	98	87	107	95
COC(=O)c1cc(Nc2nc(O)c(C3=c4cc(OC)ccc4=NC3=O)s2)ccc1O	113	93	85	112	111	88	93	107
O=C1Nc2ccc(Cl)cc2C12Nc1cc(Cl)ccc1S2 (centres undefined)	80	34	71	110	144	105	129	74
CC1(C(Cl)Cl)C=CC(=O)C=C1	98	93	103	111	113	105	95	98
COc1ccc(-c2nc3n[nH]c(Nc4ccccc4)c3c(=O)[nH]2)cc1OC	106	82	104	123	110	110	109	114
NC(=S)c1ccc[n+]([O-])c1	100&111	94&105	94&98	112&115	101&103	104&105	96&109	79&109
CC(C)OCCCNc1nc(-c2ccccc2)n2ncc(C#N)c2n1	97	69	86	107	105	100	96	122
Cc1ccc(NC(=O)c2c(Nc3ccccc3)nn3c(Nc4ccccc4)c(-c4nc5ccccc5s4)c(N)nc23)cc1	117	76	81	101	92	nt	84	94
O=Cc1ncc(-c2ccc(C(F)(F)F)cc2)c(NC2CCCCCC2)n1	-93*[100 µM]	-19*[100 µM]	-90*[100 µM]	-71*[100 µM]	-39*[100 µM]	-80*[100 µM]	-92*[100 µM]	-92*[100 µM]
CN(C)C1CCCC/C=C\C(=O)NC1 (centres undefined)	124	105	117	116	113	113	106	110
C=C1C(=O)O[C@H]2[C@H]1CC/C(COC(=O)NCc1ccc(OC)c(OC)c1)=C\CC[C@@]1(C)O[C@@H]21	75	30	nt	nt	86	85	64	61
